# Assay outcomes: PubChem BioAssay, several laboratories
# DSG3 Ab inh: blocks pemphigus antibody binding to human desmoglein-3; binding (percent of control), % at 10 µM; hit rate 0.48% among 310,000; DSG3-coupled beads, scFv-anti-DSG3-GFP binding, flow cytometry; stronger effect = lower value;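 active = binding more than 3 SD below its plate's average and above zero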; note: some compounds called inactive have numbers as strong as hits
# Arrestin-AP2 inh: inhibitors of human beta-arrestin and AP2 interaction; FITC-arrestin peptide / GST-AP2 beads, flow cytometry; AP2 beta2 appendage carries R879A mutation; AID 504490; hit rate 0.31% among 340,000; inhibition, % at 10 µM;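 active = inhibition above a set limit, near 3 SD of compounds lacking own fluorescence, cut at about 54% in these data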;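 note: plate controls were DMSO wells for no effect and 5 µM unlabelled arrestin peptide for full effect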
#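 Measured by: flow cytometry, FL1 (488/535 nm); Material: AP2 appendage R879A on GSH beads; Evaluation: percent response; Timing: pre-incubation 12 min, peptide binding 1 h, room temperature; Also added: 50 nM FITC-arrestin peptide; Medium: PBS with 0.05% Tween 20 and 0.1% BSA.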
# CAL PDZ FP-1: human CAL PDZ-peptide interaction inhibition. purified CAL PDZ, TMR-peptide fluorescence polarization, 1 h. inhibition, % at 20 µM. hit rate 0.02% among 330,000. AID 504414;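 active = highest replicate inhibition of at least 40%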;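 note: plate controls were DMSO neutral control wells for no effect and unlabeled competitor peptide control wells for full effect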
#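 Test system: purified CerCALP PDZ construct; Compound dosing: one concentration, 20 µM compound; Also added: TMR-labelled reporter peptide T*-PRC34 bound in PDZ groove; Read-out: inhibition from polarization loss; Controls: unlabelled peptide and DMSO controls; Signal: FP readout, S and P plane fluorescence; Incubation: 1 h at RT.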
# CAL PDZ FP-2: CAL PDZ (human) peptide binding inhibition; AID 602252; purified CAL PDZ, TMR-peptide fluorescence polarization, 1 h; hit rate 0.92% among 300,000; inhibition, % at 24.9 µM;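 active = mean inhibition of at least 30% with at least half of replicates also reaching 30%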;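 note: 0% = DMSO neutral control and 100% = excess unlabeled competitor peptide PRC23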
# DAGLB inh: blocks human DAGLB lipase activity | Q8NCG7 | HEK293T DAGLB membrane lysate, EnzChek fluorogenic substrate | inhibition, % at 5.17 µM | hit rate 0.059% among 340,000 | AID 504411; in the data active = inhibition above about 34%;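 note: 0% = enzyme with vehicle and 100% = wells lacking enzyme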
# Target sequence (Q8NCG7 whole entry, looked up): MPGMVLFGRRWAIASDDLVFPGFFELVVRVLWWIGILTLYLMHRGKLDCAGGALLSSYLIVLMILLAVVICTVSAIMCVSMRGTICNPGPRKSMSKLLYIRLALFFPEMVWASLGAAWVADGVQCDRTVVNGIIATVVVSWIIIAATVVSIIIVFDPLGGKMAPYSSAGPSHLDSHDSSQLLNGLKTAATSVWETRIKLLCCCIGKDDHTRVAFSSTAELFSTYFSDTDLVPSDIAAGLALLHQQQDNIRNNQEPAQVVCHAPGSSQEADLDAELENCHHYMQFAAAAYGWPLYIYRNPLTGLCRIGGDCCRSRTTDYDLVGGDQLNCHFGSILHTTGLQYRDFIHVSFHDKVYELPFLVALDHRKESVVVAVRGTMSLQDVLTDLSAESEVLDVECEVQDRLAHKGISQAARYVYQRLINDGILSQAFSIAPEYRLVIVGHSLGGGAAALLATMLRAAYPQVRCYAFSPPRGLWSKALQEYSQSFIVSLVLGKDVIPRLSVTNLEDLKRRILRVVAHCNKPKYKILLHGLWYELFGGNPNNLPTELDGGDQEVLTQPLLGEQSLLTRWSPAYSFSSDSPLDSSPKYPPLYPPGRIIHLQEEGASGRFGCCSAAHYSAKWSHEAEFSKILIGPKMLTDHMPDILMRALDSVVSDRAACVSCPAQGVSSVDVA
# Cardiac RTF inh: cardiac RTF calcium desensitization | hit rate 0.12% among 340,000 | inhibition, % at 7.15 µM | IANBD-labeled cardiac RTF, Ca2+ fluorescence;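 active = inhibition above the mean inhibition of all tested compounds plus 3 SD, cut at about 17% in these data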;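 note: assay run at fixed EC70 calcium of 1.6 mM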
# V-ATPase pHluor: yeast V-ATPase proton transport regulation by pHLuorin. response, % at 10 µM. S. cerevisiae, pHLuorin cytosolic pH fluorescence. hit rate 0.37% among 350,000; in the data active = response mostly above about 7.3%, no sharp cut-off; inactive = mostly below about 5.4%; note: actives read high; inactives centre near 0; some compounds called inactive have numbers as strong as hits
# LANA DNA inh: inhibitors of KSHV LANA C-terminal domain DNA binding; MBP-C-LANA/FAM-LBS DNA binding, fluorescence polarization; AID 504423; hit rate 0.078% among 340,000; inhibition, % at 9 µM;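 active = highest replicate inhibition at or above 60% at 9 µM, even if other replicates fall short; inactive = all replicates below 60% inhibition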;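 note: 0% = neutral control wells and 100% = 4 µM acridine orange control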
# Keap1 Nrf2 FP: inhibitors of human Keap1-Nrf2 protein-protein interaction; Q14145; Keap1 Kelch-Nrf2 peptide fluorescence polarization, 1536-well; inhibition, % at 9.4 µM; hit rate 0.15% among 340,000; in the data active = inhibition above about 12%;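 note: human Keap1 Kelch domain with fluorescein labeled Nrf2 9mer peptide probe; 0% = neutral control wells and 100% = peptide positive control; higher means more block of Keap1 binding to Nrf2 peptide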
# NSD2 HMT inh: blocks human histone methyltransferase NSD2; NSD2 peptide methylation, AlphaScreen, 120 min; inhibition, % at 12.5 µM; hit rate 0.54% among 310,000; AID 743445; in the data active = inhibition above about 50%
# * hit, by the source's call; . = not tested or not shown. Only part of the results is shown; count on the stated rates, not on these rows.
no.	SMILES	DSG3 Ab inh	Arrestin-AP2 inh	CAL PDZ FP-1	CAL PDZ FP-2	DAGLB inh
1	O=C(CSc1nc(-c2ccccc2)nc2ccccc12)Nc1nccs1	85	2	-1.9	-2	2
2	COc1cc(NC(=O)CSc2nc(C)c(C)c(C)n2)cc(OC)c1	104	39	-0.4	3	-3
3	CC1CN(c2ccc([N+](=O)[O-])cn2)CC(C)O1 (stereo not given)	108	2	-0.1	-1	2
4	COc1ccc(S(=O)(=O)NCc2ccco2)cc1C(=O)N1CCOCC1	116	-1	-3.4	-1	0
5	Cc1ccc(NC(=O)C2CCC(CNc3c(N4CCC(C)CC4)c(=O)c3=O)CC2)cc1F (stereo not given)	96	-1	-2.0	-5	0
6	CCC(=O)N1CCc2cc(S(=O)(=O)N3CCN(c4ccccc4)CC3)ccc21	88	26	-2.1	5	1
7	COc1ccc(N(C)C(=O)CC2(CC(=O)O)CCCCC2)cc1	94	-5	-0.5	-1	1
8	COc1cccc(C(=O)Nc2ccc(NC(C)=O)cc2)c1	105	14	-0.9	9	1

no.	Cardiac RTF inh	V-ATPase pHluor	LANA DNA inh	Keap1 Nrf2 FP	NSD2 HMT inh
1	-3	-2	-1.5	3	-3
2	-6	-2	-2.0	2	-3
3	-2	4	-0.5	-4	0
4	-2	1	0.2	0	-1
5	-4	0	1.3	-2	-2
6	-7	-3	-0.3	2	-4
7	-7	-2	-0.2	-2	-1
8	-6	-3	-0.8	2	-1

# A draw from above in order of length of the SMILES, largest number first:
no.	SMILES	DSG3 Ab inh	Arrestin-AP2 inh	CAL PDZ FP-1	CAL PDZ FP-2	DAGLB inh
6	CCC(=O)N1CCc2cc(S(=O)(=O)N3CCN(c4ccccc4)CC3)ccc21	88	26	-2.1	5	1
2	COc1cc(NC(=O)CSc2nc(C)c(C)c(C)n2)cc(OC)c1	104	39	-0.4	3	-3
7	COc1ccc(N(C)C(=O)CC2(CC(=O)O)CCCCC2)cc1	94	-5	-0.5	-1	1

no.	Cardiac RTF inh	V-ATPase pHluor	LANA DNA inh	Keap1 Nrf2 FP	NSD2 HMT inh
6	-7	-3	-0.3	2	-4
2	-6	-2	-2.0	2	-3
7	-7	-2	-0.2	-2	-1

# (continued)
no.	SMILES	DSG3 Ab inh	Arrestin-AP2 inh	CAL PDZ FP-1	CAL PDZ FP-2	DAGLB inh
9	O=C(c1cccc(S(=O)(=O)Nc2ccc(Br)cc2)c1)N1CCC1	108	-11	0.2	-1	0
10	CCN(CC)S(=O)(=O)c1ccc(OC)c(NC(=O)CSCc2c(C)noc2C)c1	89	8	0.3	-2	1
11	Nc1ccc(S(=O)(=O)Nc2nccs2)cc1N=Nc1ccccc1[N+](=O)[O-]	87	-9	-0.1	2	14
12	O=C(NC(=S)Nc1ccc(S(=O)(=O)N2CCCC2)cc1)C1CCC1	100	-3	-2.0	-3	-1
13	CCOC(=O)c1sc(NCc2ccco2)c(-c2nc3ccccc3s2)c1N	115	2	0.5	-1	-4
14	Cc1coc2c(C)c3oc(=O)c(CCC(=O)NCCCN4CCOCC4)c(C)c3cc12	.	-1	0.6	-1	-2
15	COCCn1c(SCC(=O)Nc2nnc(C)s2)nnc1-c1ccco1	97	-11	-1.5	-4	0
16	COc1ccccc1-c1ccc2nnc(SC)n2n1	99	-10	-2.0	.	3

no.	Cardiac RTF inh	V-ATPase pHluor	LANA DNA inh	Keap1 Nrf2 FP	NSD2 HMT inh
9	4	-2	-0.2	-2	1
10	8	0	5.1	5	-1
11	-3	0	2.9	7	26
12	0	-1	1.9	1	1
13	-3	1	-0.7	-3	1
14	-1	0	-1.7	-9	.
15	-7	-1	-0.1	1	1
16	-11	0	-0.5	1	-2

# Continuation.
no.	SMILES	DSG3 Ab inh	Arrestin-AP2 inh	CAL PDZ FP-1	CAL PDZ FP-2	DAGLB inh
17	Cc1ccc(S(=O)(=O)N2CCCC2C(=O)NCCc2nc3ccccc3[nH]2)cc1 (stereo not given)	115	10	-1.2	-1	-5
18	O=C(N[C@@H](Cc1ccccc1)C(=O)NC1CC1)c1ccc(Cl)cc1	.	2	-0.1	3	-1
19	CCOCCn1c(C(C)O)nc2ccccc21 (stereo not given)	99	3	.	-2	-1
20	CC1CCCCN1S(=O)(=O)c1ccc(C(=O)Nc2nnc(-c3ccccc3Cl)o2)cc1 (stereo not given)	.	2	-4.6	-1	0
21	CCCNC(=O)C(Cc1ccccc1C)NC(=O)c1ccc(C(F)(F)F)cc1 (stereo not given)	105	12	-0.2	-4	-2

no.	Cardiac RTF inh	V-ATPase pHluor	LANA DNA inh	Keap1 Nrf2 FP	NSD2 HMT inh
17	-3	-4	0.0	4	-3
18	-10	0	-0.8	-3	1
19	4	7	1.4	-2	-2
20	-1	2	0.2	-6	.
21	-12	-10	-0.1	-5	.

# An excerpt of these results, with values under each structure.
# The line under a structure holds: DSG3 Ab inh | Arrestin-AP2 inh | CAL PDZ FP-1 | CAL PDZ FP-2 | DAGLB inh | Cardiac RTF inh | V-ATPase pHluor | LANA DNA inh | Keap1 Nrf2 FP | NSD2 HMT inh
[11] Nc1ccc(S(=O)(=O)Nc2nccs2)cc1N=Nc1ccccc1[N+](=O)[O-]
    87 | -9 | -0.1 | 2 | 14 | -3 | 0 | 2.9 | 7 | 26
[12] O=C(NC(=S)Nc1ccc(S(=O)(=O)N2CCCC2)cc1)C1CCC1
    100 | -3 | -2.0 | -3 | -1 | 0 | -1 | 1.9 | 1 | 1
[13] CCOC(=O)c1sc(NCc2ccco2)c(-c2nc3ccccc3s2)c1N
    115 | 2 | 0.5 | -1 | -4 | -3 | 1 | -0.7 | -3 | 1
[14] Cc1coc2c(C)c3oc(=O)c(CCC(=O)NCCCN4CCOCC4)c(C)c3cc12
    . | -1 | 0.6 | -1 | -2 | -1 | 0 | -1.7 | -9 | .
[15] COCCn1c(SCC(=O)Nc2nnc(C)s2)nnc1-c1ccco1
    97 | -11 | -1.5 | -4 | 0 | -7 | -1 | -0.1 | 1 | 1
[16] COc1ccccc1-c1ccc2nnc(SC)n2n1
    99 | -10 | -2.0 | . | 3 | -11 | 0 | -0.5 | 1 | -2
[17] Cc1ccc(S(=O)(=O)N2CCCC2C(=O)NCCc2nc3ccccc3[nH]2)cc1 (stereo not given)
    115 | 10 | -1.2 | -1 | -5 | -3 | -4 | 0.0 | 4 | -3
[18] O=C(N[C@@H](Cc1ccccc1)C(=O)NC1CC1)c1ccc(Cl)cc1
    . | 2 | -0.1 | 3 | -1 | -10 | 0 | -0.8 | -3 | 1
[19] CCOCCn1c(C(C)O)nc2ccccc21 (stereo not given)
    99 | 3 | . | -2 | -1 | 4 | 7 | 1.4 | -2 | -2
[20] CC1CCCCN1S(=O)(=O)c1ccc(C(=O)Nc2nnc(-c3ccccc3Cl)o2)cc1 (stereo not given)
    . | 2 | -4.6 | -1 | 0 | -1 | 2 | 0.2 | -6 | .
[21] CCCNC(=O)C(Cc1ccccc1C)NC(=O)c1ccc(C(F)(F)F)cc1 (stereo not given)
    105 | 12 | -0.2 | -4 | -2 | -12 | -10 | -0.1 | -5 | .
